E coli WT inh: blocks growth of wild type E. coli BW25113 | E. coli BW25113 growth inhibition, OD600 | inhibition, % at 10 µM | hit rate 0.05% among 20,000 | AID 552; in the data active = inhibition above about 40%;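 note: bacteria exposed to compound for 20 hours at 37 °C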
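assay system = bacterial strain in a whole-cell growth screen | quantity = inoculum from a 1:1000 dilution of a 1.5 h subculture | buffer or medium = LB broth with 50 µg/mL kanamycin | compound dosing = one dose, 10 µM final | schedule = compound exposure of 20 h at 37 °C | technique = absorbance at 615 nm as a measure of bacterial growth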
Active calls of the source: *. This is a subset, so the mix of outcomes need not match the whole.

Compound	E coli WT inh
CC(=O)Nc1nc(-c2cccs2)cs1	-18
Cn1c(=O)oc2cc(S(=O)(=O)N3CCCC(C(=O)NCC4COc5ccccc5O4)C3)ccc21 (centres undefined)	14
O=C(CN1C(=O)COc2ccccc21)NCCN1CCc2ccccc2C1	8
Cc1noc(COc2ccccc2OCC(N)=O)c1Cl	-14
CC12CN(C(=O)c3ccco3)CC(c3ccccc3)(CN(C(=O)c3ccco3)C1)C2=O	5
O=C(c1ccc(C(=O)N2CCOCC2)nc1)N1CCOCC1	-4
COCCCn1c(-c2ccccc2Cl)n[nH]c1=S	-12
O=C(CCN1C(=O)c2ccccc2C1=O)N1CCN(c2ccccn2)CC1	2
NC(=O)CC(NC(=O)OCc1ccccc1)C(=O)O (centres undefined)	-11
O=C(OCC#CCSc1nc2ccccc2o1)c1ccco1	11
CSC1=N/C(=C\C=C\c2cccs2)C(=O)S1	3
Cc1ccc(-n2ncc(C#N)c2/N=C/N2CCOCC2)cc1	4
O=C(NCCOC(=O)C1COc2ccccc2O1)C1COc2ccccc2O1 (centres undefined)	7
Cc1nn(-c2nc3ccccc3s2)c(N)c1-c1ccccc1	-6
COc1cc(NC(=O)CS(=O)(=O)c2ccccc2)cc(OC)c1OC	5

Nothing new here: three of the compounds above.
Compound	E coli WT inh
O=C(NCCOC(=O)C1COc2ccccc2O1)C1COc2ccccc2O1 (centres undefined)	7
Cc1nn(-c2nc3ccccc3s2)c(N)c1-c1ccccc1	-6
COc1cc(NC(=O)CS(=O)(=O)c2ccccc2)cc(OC)c1OC	5

Additional compounds follow:
Compound	E coli WT inh
COCCCNc1nc2ccccc2nc1NS(=O)(=O)c1cccs1	-20
COCC(=O)N(C)C1(c2nnnn2CCOC(=O)Nc2ccc(Cl)cc2)CCCC1	4
CCCN(CCC)CCNC(=O)C(NS(=O)(=O)c1ccc2c(c1)CCC(=O)N2)c1ccccc1 (centres undefined)	-4
CCc1ccccc1NC(=O)CC(O)(C(=O)OC)C(F)(F)F (centres undefined)	-25
Cc1oc(-c2ccccc2)cc1C(N)=O	1
O=C(Nc1ccc2nc(-c3cccs3)c(-c3cccs3)nc2c1)N1CCOCC1	-1
COC(=O)C(C)Sc1nc2c(c(=O)n1-c1ccccc1)SCC2 (centres undefined)	-2
O=C(Nc1nccs1)c1ccc(COc2ccc(F)cc2)o1	-10
Oc1ccccc1C(=S)N1CCCCCC1	-27
O=C(CSc1nnc(-c2ccccc2F)o1)OCc1ccccc1	10
O=C(Nc1cccc2cccc(NC(=O)c3ccco3)c12)c1ccco1	-20
CCCN1C(=O)C(O)(C2CC(=O)CC(C)(C)O2)c2ccccc21 (centres undefined)	-24
CCOC(=O)c1cccc(NC(=O)CSc2nc3cccnc3n2C)c1	-2
Cc1nc(C)c(C(=O)C2=C(O)C(=O)N(CCCn3ccnc3)C2c2ccccc2)s1 (centres undefined)	0
COc1nc(NCCN2CCOCC2)nc(Nc2ccccc2)n1	-5

(next part)
Compound	E coli WT inh
Nc1nonc1-c1noc(-c2ccccc2Br)n1	1
COc1ccc(C(c2nnnn2C2CCCC2)N2CCN(C3CCCC3)CC2)cc1OC (centres undefined)	0
O=C(CSc1ccc2nnc(-c3ccccc3)n2n1)N1CCN(c2ccccc2)CC1	18
COc1cccc(OC)c1C(=O)Nc1ccc(CN2CCOCC2)cc1	-20
C=CCOc1ccc(C2c3c(oc4ccccc4c3=O)C(=O)N2CCCN2CCOCC2)cc1 (centres undefined)	-16
COc1ccc(C)cc1NC(=O)CCN1CCCC1	8
CC(C)(C)c1cc(NC(=O)c2cc(F)c(F)c(F)c2F)no1	-3
O=C(Nc1cccc(N2CCCC2)c1)c1cccs1	-17
CN1Cc2c(N)cccc2C(c2ccccc2)C1 (centres undefined)	7
Cc1c(C(=O)N2CCCC2)nnn1-c1nonc1N	-28
COc1ccc(C)cc1C(=O)CCC(=O)Nc1ccccc1N1CCOCC1	-2
Brc1ccccc1-c1nnc2sc(Cc3ccccc3)nn12	-14
Cc1ccccc1OCCCC(=O)Nc1ccc2c(c1)OCO2	7
COc1cccc(N2C(=O)C(O)=C(C(C)=O)C2c2ccc(OC)c(OC)c2)c1 (centres undefined)	-3
O=c1[nH]c(SCc2ccccc2Cl)nc2c1CCCC2	-1

Additional compounds:
Compound	E coli WT inh
CCOC(=O)c1sc2ncn(C(C)C(=O)OC)c(=O)c2c1C (centres undefined)	-17
CCc1cc(-c2[nH]ncc2-c2ccc3c(c2)OCO3)c(O)cc1O	16
CCOC(=O)c1cc(C#N)c(N)nc1C	-19
CC(=O)NC1C(=O)Nc2c1cccc2C(F)(F)F (centres undefined)	-14
O=C(NCc1ccncc1)c1cnccn1	-7
Cn1nnc(NC(=O)CSc2ccc(Cl)cc2)n1	-17
O=c1c2cc(N3CCOCC3)ccc2[nH]c(=S)n1CCCN1CCCCC1	-3
CC(=O)NC(Cc1ccc(C)cc1)C(=O)NC1CCN(C(=O)c2cnccn2)CC1 (centres undefined)	12
CCc1nnc(NC(=O)CSc2nnc3scc(-c4ccc(C)cc4)n23)s1	17
CCn1c(SCC(=O)N2CCC(C(N)=O)(N3CCCCC3)CC2)nc2ccccc2c1=O	-13
CCCCC(=O)Nc1cc(NC(=O)CCCC)cc(C(=O)O)c1	4
COCc1nnc(NS(=O)(=O)c2ccc(C)cc2)s1	-19
CC1=C(C(=O)OC(C)C)C(c2ccncc2)n2ncnc2N1 (centres undefined)	-21
COc1ccc(S(=O)(=O)N2CCCC(C(=O)N3CCCCCC3)C2)cc1 (centres undefined)	-5
CN1C(=O)CSc2ccc(NC(=O)N3CCN(c4ccccn4)CC3)cc21	9

Further records follow:
Compound	E coli WT inh
COc1ccc(Nc2nc(N)nc(CN3CCN(c4ccccn4)CC3)n2)cc1	-11
Nc1nc2ccc(N3CCOCC3)cc2s1	-19
CC(=O)C1=C(O)C(=O)N(Cc2cccnc2)C1c1ccccc1 (centres undefined)	5
Cc1cc(=O)n(CCc2ccccc2)c(O)c1C#N	-20
Cc1cc(C)nc(NS(=O)(=O)c2ccc(NC(=O)Cn3c(=O)oc4ccccc43)cc2)n1	1
O=C(c1ccccc1-c1nc(-c2ccc(Cl)cc2)no1)N1CCCC1	-19
CCCSc1nnc(CN2CCOCC2)n1C	-16
Cc1nnc(Nc2ccccn2)c2ccccc12	-4
Cc1ccc2c(c1)sc1ncc(NC(=O)c3ccccc3)c(=O)n12	-8
O=C(CNS(=O)(=O)c1ccc(Br)s1)N1CCCC1	-7
O=S(=O)(NC1CC2CCC1C2)c1ccc2c(c1)OCCO2 (centres undefined)	-16
O=C(O)c1cc(NC(=O)C2CCCO2)cc(NC(=O)C2CCCO2)c1 (centres undefined)	-1
Cc1nc2ccccc2c2oc(C(=O)NCCCN3CCCC3=O)cc12	6
CC1CCN(C(=O)CSc2nc3ccccc3[nH]2)CC1	-7
O=C(COc1ccccc1)Nc1ccc(-c2nnc(-c3ccco3)o2)cc1	5

Gathered by group, the entries above with two or more sulfur atoms (8)
Compound	E coli WT inh
CC(=O)Nc1nc(-c2cccs2)cs1	-18
CSC1=N/C(=C\C=C\c2cccs2)C(=O)S1	3
COCCCNc1nc2ccccc2nc1NS(=O)(=O)c1cccs1	-20
O=C(Nc1ccc2nc(-c3cccs3)c(-c3cccs3)nc2c1)N1CCOCC1	-1
COC(=O)C(C)Sc1nc2c(c(=O)n1-c1ccccc1)SCC2 (centres undefined)	-2
CCc1nnc(NC(=O)CSc2nnc3scc(-c4ccc(C)cc4)n23)s1	17
COCc1nnc(NS(=O)(=O)c2ccc(C)cc2)s1	-19
O=C(CNS(=O)(=O)c1ccc(Br)s1)N1CCCC1	-7

(list continues)
Compound	E coli WT inh
CCOC(=O)c1c(C)n(C)c2ccc(O)c(S(=O)(=O)c3ccccc3)c12	-4
COc1ccc(S(=O)(=O)N(CC(N)=O)C2CCCCC2)cc1Cl	-14
Cc1cc(C(=O)CSc2nc3ccccc3n2CCC#N)c(C)n1Cc1cccs1	-4
COc1ccc2[nH]c(=O)c(CN(C(=O)c3ccncc3)C(C)C)cc2c1	-5
CCOC(=O)N1CCN(C(=O)COc2cc(=O)n(C)c3ccccc23)CC1	14
Cn1c(CSCc2ccccc2Cl)nnc1SCC(=O)Nc1nccs1	-28
NC(=O)c1c(NC(=O)Cc2cccs2)sc2c1CCC2	5
CCN1CCN(CCCNC(=O)c2cn(CCOC)c(=O)c3c2c2ccccc2n3C)CC1	8
CCN(CC)CCN1C(=O)C(O)=C(C(=O)c2cccs2)C1c1ccc(C)o1 (centres undefined)	-5
CC(NC(=O)COc1ccc(Br)cc1)C(=O)O (centres undefined)	17
CCOC(=O)c1cnc(SCC(=O)N2CCN(c3ccccc3)CC2)nc1N	1
CC1CN(c2nc3ccccn3c(=O)c2/C=C(\C#N)S(=O)(=O)c2ccccc2)CC(C)O1 (centres undefined)	-2
COc1ccc(C(=O)N2c3cc4c(cc3C(C)=CC2(C)C)OCO4)cc1	-17
CC(=O)c1cccc(NC(=O)N2CCc3ccccc3C2)c1	-17
CCCCC(CC)C(=O)Nc1ccccc1C#N (centres undefined)	-1

The list goes on:
Compound	E coli WT inh
CC(=O)Nc1ccccc1O	-3
COc1ccc(CC(NC(C)=O)C(=O)NC2CCN(C(=O)Nc3ccc(C#N)cc3)CC2)cc1OC (centres undefined)	-1
COc1ccc(CNC(=O)c2cnc3n(c2=O)CCS3)cc1	3
CN1CCN(C(=O)c2cnn3c(C(F)F)cc(C4CC4)nc23)CC1	-7
N#Cc1ccc(COC(=O)Cn2nnc(-c3ccccc3)n2)cc1	-4
COc1ccc(Cl)cc1C(=O)n1nc(C)cc1C	1
COc1ccc(-c2noc(CN(C)S(=O)(=O)c3ccc(C)cc3)n2)cc1	-23
CC(C)C(=O)NCCc1nc2ccccc2n1C	3
O=C(CSc1n[nH]c(-c2ccncc2)n1)NCCc1ccccc1	-18
CCn1c(SCC(=O)N2CCc3ccccc32)nnc1-c1c[nH]c2ccccc12	-8
COc1ccccc1S(=O)(=O)Cc1ccc(C(=O)N2CCOCC2)o1	4
CCOc1ccc2oc(-c3ccccc3)c(C(=O)O)c2c1	-16
CCOc1cc2c3c(c1)C1(C(=O)N3C(C)(C)C=C2C)C(C#N)=C(N)Oc2cc(O)ccc21 (centres undefined)	2
Cc1ccc(-c2nc3ccccc3[nH]2)s1	12
Cc1cccc(NS(=O)(=O)c2ccc(Oc3ccccc3)cc2)n1	4

(list continues)
Compound	E coli WT inh
CC1(C)Cc2c(sc3c2c(=N)n(Cc2ccco2)c(=O)n3Cc2ccccc2)CO1	9
O=C(NC1CC1)C1CCN(c2ccc(S(=O)(=O)N3CCOCC3)cc2)CC1	-1
CN1CCN(C(=O)CN(Cc2ccc(Cl)cc2)S(C)(=O)=O)CC1	1
CN(c1ccc(C(=O)Nc2nccs2)cc1)S(=O)(=O)c1ccccc1	12
Cc1nn(-c2ccccc2)c2sc(C(=O)O)cc12	-18
CC1CCN(C(=O)c2ccc(N(C)S(C)(=O)=O)cc2)CC1	3
N#Cc1c(N)sc2c1CCCCCC2	-14
CCN(CC)CCCN1C(=O)c2oc3ccccc3c(=O)c2C1c1cccc(OC)c1OC (centres undefined)	-14
Cc1cccc2cc3c(N)c(C(=O)N4CCOCC4)sc3nc12	-23
O=C(CNC(=O)c1ccco1)NCC(=O)OCc1cccc(C(=O)Oc2ccccc2)c1	4
CCS(=O)(=O)N1CCCC(C(=O)NCc2cccc(OC)c2)C1 (centres undefined)	5
CCC(=O)O[C@]1(C(=O)CCl)[C@@H](C)C[C@H]2[C@@H]3CCC4=CC(=O)C=C[C@]4(C)[C@@]3(F)[C@@H](O)C[C@@]21C	0
O=C(CCC(=O)c1cccs1)NCc1ccccc1	16
COc1cccc(OC)c1OCCOCCn1cnc2ccccc2c1=O	8
Cc1c(NS(=O)(=O)c2ccc(Br)s2)c(=O)n(-c2ccccc2)n1C	-22

The results go on.
Compound	E coli WT inh
CCNS(=O)(=O)c1ccc(NC(=O)c2ccccc2OCC)cc1	-17
COC(=O)C(C#N)C(=C1C(=O)CC(C)(C)CC1=O)c1ccc(O)cc1 (centres undefined)	6
CCOCC(=O)Nc1sc2c(c1C(=O)OCC)CCCC2	6
CN(C1CCS(=O)(=O)C1)S(=O)(=O)c1cccc2nsnc12 (centres undefined)	0
COc1ccc(-c2nnn(CC(=O)N(CCO)C(C(=O)NC3CCCC3)c3ccc(F)cc3)n2)cc1 (centres undefined)	-22
COC(=O)c1ccccc1NC(=O)c1nc2nc(C)cc(C)n2n1	2
COCCN(CC(=O)NCc1ccccc1)C(=O)CCC(=O)Nc1ccccn1	7
Cn1c(=O)c2c(nc(NCc3ccccc3)n2CC(=O)NCc2ccccc2)n(C)c1=O	-20
O=C(OCC#CCSc1nc2ccccc2s1)c1ccco1	6
COC(=O)c1ccc(Oc2nc(N3CCCCC3)nc(N3CCOCC3)n2)cc1	-29
O=C(CCN1C(=O)c2ccccc2C1=O)N1CCN(C(=O)c2ccccc2)CC1	-5
COC(=O)c1c(N)n(-c2cc(OC)cc(OC)c2)c2nc3ccccc3nc12	-4
CCOC(=O)c1ccccc1NC(=O)c1cc2sccc2n1C	8
Cn1c(SCC(=O)c2cc3ccccc3o2)nnc1-c1ccccc1	0
O=C(c1cccnc1)N1CCN(C(=O)c2cccs2)CC1	-20
CC(C)Oc1ccc(N2CC(C(=O)Nc3ccccc3F)CC2=O)cc1 (centres undefined)	1
